High-throughput results deposited in PubChem BioAssay by National Center for Advancing Translational Sciences (NCATS).
Caspase-7 inhib – caspase-7 (human) inhibition, allosteric or competitive; 75,000 tested, 0.02% active; AID 889; recombinant caspase-7, Ac-DEVD-AFC fluorescence rate; Potency, µM (doses to about 57.5 µM), for the others: at the top dose activity change, negative = inhibition, actives largely listed as inhibitors; P55210; active = well fitted inhibition curve with a large enough effect in the main read-out, with a control signal flat, not every such curve was filed as active; inconclusive = small, poorly fitted or top-dose-only effect, or a change in a side signal; also: potency is read from the fitted curve at half-maximal effect; % of control where 0% means no effect
BRCT inh green – inhibitors of human BRCA1 BRCT-phosphoprotein interaction (green fluorophore) | P38398 | BRCA1 BRCT-phosphopeptide binding, green fluorescence polarization | Potency, µM (highest dose often 76.9 µM), for inactives: top-dose activity change, negative = inhibition, hits mostly inhibitors | 75,000 tested, 0.05% active | AID 875;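 also: potency is read from the fitted curve at half-maximal effect; plate controls were peptide without protein for full effect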
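Fluorescence polarization: His-tagged BRCT (~35 kDa BRCA1 C-terminus, 250 nM) bound to 100 nM fluorescein-labeled phosphorylated 10-aa BACH1 peptide, pH 7.3 phosphate buffer with DTT and Tween 20. Compounds incubated 12 min at room temperature; inhibition read as lowered polarization.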
CRE Fsk mod – CRE-bla signaling modulation under forskolin stimulation; Potency, µM (series often up to 38.2 µM), inactives show at the top dose activity change, negative = inhibition, usual class: activators; 71,000 tested, 2.5% active; CHO CRE-bla reporter (cAMP response element driving beta-lactamase), forskolin EC10, beta-lactamase ratio; active = well fitted activation curve with a large enough effect in the signal ratio, with a control signal flat, not every such curve was filed as active; inconclusive = small, poorly fitted or top-dose-only effect, or effect the other way, or a change in a side signal; the % refers to the signal ratio; also: potency is read from the fitted curve at half-maximal effect; % of control where 0% means no effect
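The 460nm/530nm emission ratio after CCF4 loading defined %Activity, from which AC50 values were obtained. CRE-bla CHO cells received compound dilution series together with an EC10 level of NKH 477 for 3 hours at 37 degrees Celsius.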
Casp1 inh – allosteric or competitive inhibitors of human caspase-1. 75,000 tested, 0.03% active. AID 900. P29466. Potency, µM (doses to about 57.5 µM), for inactives: at the highest dose activity change, negative = inhibition, usual class: inhibitors. Caspase-1 enzyme, Ac-WEHD-AFC fluorogenic rate;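 also: potency is read from the fitted curve at half-maximal effect; plate controls were vehicle for no effect and no substrate for full effect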
Target sequence (P29466 120-297 limits assumed): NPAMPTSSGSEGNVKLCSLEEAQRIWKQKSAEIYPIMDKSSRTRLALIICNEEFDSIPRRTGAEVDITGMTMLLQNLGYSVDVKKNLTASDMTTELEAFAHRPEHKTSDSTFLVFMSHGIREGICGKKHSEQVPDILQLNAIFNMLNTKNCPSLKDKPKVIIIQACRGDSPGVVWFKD
Target sequence (P29466 317-404 limits assumed): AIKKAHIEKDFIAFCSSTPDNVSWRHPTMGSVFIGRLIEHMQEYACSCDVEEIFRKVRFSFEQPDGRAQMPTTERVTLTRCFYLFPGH
ERK AVP inh – blocks ERK signaling stimulated by vasopressin | HEK293-V1b, vasopressin-stimulated pERK AlphaScreen | 72,000 tested, 0.99% active | Potency, µM (series often up to 57.5 µM), for inactives: at the highest dose activity, negative = inhibition, most hits filed as inhibitors; also: potency is read from the fitted curve at half-maximal effect; % is scaled to controls: 0 for no effect and ±100 for the full control effect; nearly all actives have a fitted effect of over 55% in size
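Phosphorylated ERK1/2 detected via AlphaScreen bead proximity in lysates of V1b-expressing HEK293 cells given 25 nM vasopressin for 5 min after 30 min compound exposure (37 °C). AC50 from Hill equation; basal DMSO 0%, vasopressin 100%.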
HEK293 cAMP cs – raises cAMP in parental HEK293 cells, TSHR agonist counter-screen; 73,000 tested, 2.5% active; Potency, µM (doses to about 57.1 µM), without a hit: at the highest dose activation, most hits filed as activators; parental HEK293 CNG cAMP sensor, membrane potential fluorescence; also: potency is read from the fitted curve at half-maximal effect; % of control where 0% means no effect; nearly all actives have a fitted effect of over 55% in size
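Counterscreen for endogenous-receptor signalling: CNG-channel HEK 293 cells report cAMP rise by membrane depolarization. After 60 min dye equilibration with 100 uM RO 20-1724, compounds incubated 30 min before bottom-read fluorescence at 590 nm.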
BRCT inh red – disrupts BRCA1 BRCT binding to phosphoprotein, red fluorophore readout; P38398; BRCT-phosphopeptide binding, red fluorescence polarization; Potency, µM (doses to about 76.9 µM), for inactives: at the top dose activity change, negative = inhibition, usual class: inhibitors; 75,000 tested, 0.03% active; AID 892; also: % is scaled to controls: 0 for no effect and ±100 for the full control effect
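Fluorescence polarization: 100 nM His-tagged BRCA1 BRCT with 100 nM TAMRA-labelled phospho-BACH1 decapeptide, phosphate buffer pH 7.3 with 150 mM NaCl, DTT, 0.01% Tween 20; 12 min RT. Binding inhibition seen as FP decrease.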
A350 fluor – A350 region autofluorescence | Compound autofluorescence, 340/450 nm, Alexa 350 dye-equivalents; hits give high values | max dye-equivalent concentration, M | 59,000 tested, 11% active | AID 590; in the data active = max dye-equivalent concentration above about 10 nM; inconclusive = mostly about 1.1 nM to 9.6 nM
USP2a inh – USP2a (human) protease inhibition; Potency, µM (titrated, usually from 38.3 µM), without a hit: at the highest dose activity change, negative = inhibition, usual class: inhibitors; 60,000 tested, 0.1% active; USP2a enzymatic assay, qHTS inhibition; O75604;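 also: potency is read from the fitted curve at half-maximal effect; nearly all actives have a fitted effect of over 60% in size; plate controls were DMSO for no effect and NEM full inhibition control for full effect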
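USP2 core (20 nM final) was preincubated with compound for 30 min at RT in 20 mM Tris-HCl pH 8.0, 2 mM CaCl2, 2 mM beta-mercaptoethanol; Ub-PLA2 (20 nM) plus NBD C6-HPC (20 uM) then added, fluorescence read after 2.5 h.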
Tau fil binding – binds recombinant human tau filaments. recombinant tau filaments, thioflavin S fluorescence, 15 h; filaments grown with octadecylsulfate alongside compound. Potency, µM (doses to about 57.1 µM), for inactives: top-dose activity change, negative = inhibition. 71,000 tested, 2% active;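 also: potency is read from the fitted curve at half-maximal effect; % is scaled to controls: 0 for no effect and ±100 for the full control effect; actives lower thioflavin S fluorescence by blocking filaments or displacing dye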
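ThS-based fibril read: tau 1 uM final, inducer ODS 30 uM final, 37 C for 15 h, ex 450/em 510 nm.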
Luciferase inh – firefly luciferase inhibition; P08659; purified firefly luciferase, luminescence, 8 min; 72,000 tested, 2.2% active; Potency, µM (series often up to 57.1 µM), for inactives: at the top dose activity change, negative = inhibition, hits mostly inhibitors; also: potency is read from the fitted curve at half-maximal effect; % is scaled to controls: 0 for no effect and ±100 for the full control effect; nearly all actives have a fitted effect of over 40% in size
Target sequence (P08659 whole entry, looked up): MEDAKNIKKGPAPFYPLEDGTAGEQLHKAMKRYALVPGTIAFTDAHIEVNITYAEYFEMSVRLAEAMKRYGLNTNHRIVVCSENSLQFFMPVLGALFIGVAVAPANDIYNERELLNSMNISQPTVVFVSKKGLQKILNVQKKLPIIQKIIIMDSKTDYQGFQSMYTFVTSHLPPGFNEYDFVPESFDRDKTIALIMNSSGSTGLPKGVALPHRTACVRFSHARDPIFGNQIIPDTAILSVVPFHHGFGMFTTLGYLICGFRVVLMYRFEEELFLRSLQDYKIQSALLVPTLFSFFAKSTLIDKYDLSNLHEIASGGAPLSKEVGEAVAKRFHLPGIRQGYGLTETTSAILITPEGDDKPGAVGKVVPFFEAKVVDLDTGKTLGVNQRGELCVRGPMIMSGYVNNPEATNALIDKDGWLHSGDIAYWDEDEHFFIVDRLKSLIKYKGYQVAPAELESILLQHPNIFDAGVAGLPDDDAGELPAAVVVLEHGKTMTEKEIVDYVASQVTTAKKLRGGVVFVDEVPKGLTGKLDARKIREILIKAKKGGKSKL
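Compounds were tested as concentration series (qHTS) against purified P. pyralis luciferase with luciferin and 10 uM ATP in 50 mM imidazole pH 7.2, 50 mM KCl, 7 mM MgCl2, 0.01% Tween 20, 0.05% BSA. Luminescence was read after 8 min at ambient temperature.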
* = called active by the depositor; i = inactive; ? = inconclusive; . = not tested or not shown; & = joins results of further samples; [ ] = another dose, or the depositor's remark. Unless noted, calls follow the shape of the dose curve; as a rule, active = well fitted curve in the direction sought with a large enough effect; inconclusive = small, poorly fitted or top-dose-only effect, or another doubt; inactive = no such curve, though single readings can be large; an effect the other way counts as inactive or inconclusive. No enrichment for hits; overall some 16% were active at least once.

SMILES	Caspase-7 inhib	BRCT inh green	CRE Fsk mod	Casp1 inh	ERK AVP inh	HEK293 cAMP cs	BRCT inh red	A350 fluor	USP2a inh	Tau fil binding	Luciferase inh
O=C(c1ccc(Br)o1)N1CCN(c2ccc(F)cc2)CC1	0%	-1.2%	?	0%	-3%	10%	-0.3%	i	6%	3%	0%
COC(=O)c1cc2oc3ccccc3c2n1CC(=O)Nc1ccccc1OC	0%	-4.3%	8%	0%	6%	29%	-0.7%	i	7%	13%	2%
c1csc(CNc2ncnc3nc[nH]c23)c1	-2%	-1.3%	5%	2%	.	2%	2.0%	.	.	-3%	1%
O=C(c1ccc2nccnc2c1)N1CCN(Cc2ccc3c(c2)OCO3)CC1	-1%	-1.9%	-3%	-1%	15%	1%	-0.8%	?	.	4%	1%
Cc1cc(NC(=O)c2cnn3c(C(F)(F)F)cc(-c4ccccc4)nc23)no1	-4%	-0.6%	36%	-4%	?	-29%	-0.4%	?	45%[activator]	3.2µM*	1%
CNC(=O)CSc1nnc(-c2cccc(S(=O)(=O)N3CCOCC3)c2)n1-c1ccc(F)cc1	-2%	0.1%	?	0%	13%	6%	-0.6%	i	16%	0%	-1%
CC(=O)N1CN(C2CCS(=O)(=O)C2)Cc2c1sc1c2CCCC1 (stereo unspecified)	0%	-6.2%	4%	-1%	6%	11%	-1.4%	i	-7%	-5%	2%
C=CCNC(=O)CCCCCNS(=O)(=O)c1ccc(OC)cc1	-1%	-1.2%	-14%	-1%	6%	-5%	-0.1%	i	4%	7%	2%
CCc1cccc(NC(=O)c2ccc(NS(=O)(=O)c3c(C)noc3C)cc2)c1	2%	4.4%	-3%	0%	1%	-14%	-0.3%	i	5%	4%	-1%
CCC1(C)Cc2c(C#N)c(N)n(N)c(=S)c2CO1 (stereo unspecified)	-2%	-4.2%	14%	-1%	-12%	-3%	-0.7%	i	-5%	-3%	1%
CCOC(=O)c1cc(NC(=O)N2CCCc3ccccc32)c(C)nc1C	0%	-5.0%	-11%	1%	?	3%	1.1%	i	-6%	7%	8%
Cc1nn(C)c(C)c1S(=O)(=O)N1CCCC(C(=O)NCC2COc3ccccc3O2)C1 (stereo unspecified)	0%	0.5%	-3%	-3%	1%	?	0.7%	.	.	-9%	2%
COc1ccc(-c2csc(N(CC3CCCO3)C(=O)c3cccs3)n2)cc1 (stereo unspecified)	-3%	-0.6%	9%	-4%	-7%	16µM*	-1.1%	i	-17%	10%	-2%
O=C(NC1CCCCCC1)C1CCN(C(=O)Cc2ccccc2)CC1	1%	-0.9%	3%	-2%	-7%	12%	-1.1%	.	9%	-8%	2%
CC(C)Oc1c(Cl)cc(CNC(C)(C)CO)cc1Cl	3%	2.7%	5%	3%	-5%	19%	1.0%	i	1%	?	0%
COc1ccc(-c2nc3nc(C)cc(C)n3n2)cc1	-1%	0.3%	-1%	0%	-21%	5%	-1.9%	i	-2%	5%	-10%
N#CC1=C(Nc2ccc(Br)cc2)CCC1	-3%	-1.5%	.	-1%	.	-13%	-1.6%	.	.	.	.
CCN(CC)C(=O)C1CC(c2ccc(OC)cc2)=NO1 (stereo unspecified)	-2%	-0.1%	?	3%	7%	0%[2.29 µM]	0.4%	i	-4%	13%	-18%
O=C(OCC(=O)N1c2ccccc2Sc2ccccc21)C1CC(=O)N(Cc2ccco2)C1 (stereo unspecified)	0%	1.5%	?	-4%	-7%	-1%	0.0%	i	24%	-14%	1%
CC(C)COC(=O)NCCOC(=O)Nc1cccc(Cl)c1	-1%	-0.3%	-3%	-1%	?	26%	-2.8%	i	9%	-20%	2%
COc1cc(OC)cc(C(=O)Nn2c(C)nc3ccccc3c2=O)c1	0%	0.1%	0%	1%	14%	6%	-0.3%	i	7%	0%	1%
CCOC(=O)C1C(=O)NC(N2CCCCC2)=NC1c1ccco1 (stereo unspecified)	0%	-1.2%	-5%	0%	-4%	1%	-0.5%	i	-5%	7%	1%
Cc1cccnc1NCC(O)COc1ccccc1 (stereo unspecified)	-2%	-1.1%	-4%	-1%	-1%	?	0.3%	i	-8%	12%	-2%
N#CCSc1nnc2sc3ccccc3n12	-3%	-1.5%	?	2%	-23%	0%	-2.1%	.	.	4%	-2%
COc1ccc2c(c1)c(C(=O)OCCN(C)C)c(C)n2C	-1%	-3.8%	42%	2%	7%	25%	-0.4%	i	2%	5%	-8%

Overlap with the part before: three entries, followed by the next part.
SMILES	Caspase-7 inhib	BRCT inh green	CRE Fsk mod	Casp1 inh	ERK AVP inh	HEK293 cAMP cs	BRCT inh red	A350 fluor	USP2a inh	Tau fil binding	Luciferase inh
Cc1cccnc1NCC(O)COc1ccccc1 (stereo unspecified)	-2%	-1.1%	-4%	-1%	-1%	?	0.3%	i	-8%	12%	-2%
N#CCSc1nnc2sc3ccccc3n12	-3%	-1.5%	?	2%	-23%	0%	-2.1%	.	.	4%	-2%
COc1ccc2c(c1)c(C(=O)OCCN(C)C)c(C)n2C	-1%	-3.8%	42%	2%	7%	25%	-0.4%	i	2%	5%	-8%
COc1ccc(NC(=O)CCNS(=O)(=O)c2ccc3c(c2)c(=O)n(C)c(=O)n3C)cc1	3%	-2.5%	-5%	-1%	-12%	8%	-4.3%	i	3%	-2%	1%
COc1ccc(C2(O)CCN(Cc3nnnn3Cc3ccc(C)cc3)CC2)cc1	0%	-0.9%	-3%	-2%	-4%	17%	-0.4%	?	28%	1%	1%
CC(=O)c1c(C)[nH]c(C(=O)N2c3ccccc3CC2C)c1C (stereo unspecified)	-1%	-3.3%	-1%	0%	-25%	8%	0.3%	.	.	-5%	1%
C=C1C(=O)O[C@@H]2C3OC3(C)CC/C=C(\C)CC[C@@H]12 (stereo partly specified)	-1%	-2.5%	.	1%	22%	.	-0.4%	.	.	.	.
CCOc1ccc(NS(=O)(=O)c2ccc3[nH]cc(C(=O)NCC4CCCO4)c(=O)c3c2)cc1 (stereo unspecified)	0%	-1.4%	?	1%	15%	-6%	-2.8%	i	35%[activator]	90%	2%
N=C(N)SCCc1cnc[nH]1	0%&3%	-0.3%&-1.8%	?	0%&-5%	-2%&2%	-2%&-6%	-3.2%&1.3%	?	10%	?	-3%&-5%
Cc1nc2c(C(=O)NCc3ccccc3)c[nH]n2c(=O)c1Cl	-5%	-0.6%	-24%	-1%	0%	7%	-2.7%	i	6%	10%	0%
COCC(=O)NC(c1ccccc1)c1ccccc1	1%	-1.3%	-1%	0%	-18%	?	-0.6%	i	0%	-1%	4%
CCOc1ccc(Nc2cc(C)nc3nc(C)nn23)cc1	-1%	-0.6%	?	-2%	2%	1%	-0.5%	.	.	0%	1%
COc1ccc(CCNC(=O)C2CCN(S(=O)(=O)c3cc(OC)ccc3OC)CC2)cc1	0%	-1.5%	-15%	1%	-11%	22%	0.3%	i	4%	14%	1%
Cc1cc2nc(-c3cccnc3SCC(=O)NCc3ccco3)[nH]c2cc1C	-25%	3.3%	-10%	?	-5%	18%	0.2%	3.9e-07M*	242%[activator]	7%	4µM*
CN(C)/C=N/c1cc(=O)n(Cc2ccccc2)c(=O)n1C	0%	0.6%	.	2%	2%	.	0.6%	.	.	.	.
O=C(CN1CCC(n2nnc3cc(C(F)(F)F)ccc32)CC1)NCc1cccs1	2%	0.5%	4%	-4%	-28%	19%	-0.8%	i	14%	-1%	2%
CC1Cc2ccccc2N1C(=O)c1cnsn1 (stereo unspecified)	1%	-1.4%	-5%	2%	37%	8%	-2.0%	i	-7%	-7%	-2%
CC(C)C[C@H](NC(=O)NC(C)C)C(=O)O	-1%	-1.9%	-10%	5%	12%	-1%	2.6%	i	-6%	5%	1%

One compound at a time, as listed above. Order of values: Caspase-7 inhib, BRCT inh green, CRE Fsk mod, Casp1 inh, ERK AVP inh, HEK293 cAMP cs, BRCT inh red, A350 fluor, USP2a inh, Tau fil binding, Luciferase inh
COc1ccc(CCNC(=O)C2CCN(S(=O)(=O)c3cc(OC)ccc3OC)CC2)cc1 in the list: 0%, -1.5%, -15%, 1%, -11%, 22%, 0.3%, i, 4%, 14%, 1%
COc1ccc(C2(O)CCN(Cc3nnnn3Cc3ccc(C)cc3)CC2)cc1 in the list: 0%, -0.9%, -3%, -2%, -4%, 17%, -0.4%, ?, 28%, 1%, 1%
